zVAD death inh = blocks zVAD induced death of L929 cells; L929 zVAD necroptosis rescue, ATP luminescence, 24 h; with zVAD 60 µM; 220,000 tested, 0.38% active; viability rescue, % at 10 µM; AID 1377;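 active means activation, scaled between plate controls, above about 75%, limit read from the data; inactive means activation under that limit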;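 further: 0% = zVAD with DMSO and 100% = DMSO alone without zVAD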
Rad51 HR inh = blocks human Rad51 in homologous recombination | Q06609 | hRad51 DNA strand exchange, fluorescence dequenching | inhibition, % at 10 µM | 200,000 tested, 0.085% active | AID 1385;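 active means inhibition above 40% at the single screening dose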;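 further: 0% = DMSO control wells and 100% = blanks with heterologous ssDNA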
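Test system – preformed human Rad51 ssDNA filaments · Reagent – Donor/quencher-labelled 47-bp dsDNA substrate · Incubation – 37 °C 15-min filament assembly, 30-min compound preincubation, 15-min exchange · Signal – FRET fluorescence dequenching, excitation 485 nm, emission 520 nm · Read-out – percent inhibition from fluorescence, normalised to plate control and blank means · Benchmarks – plate control and blank wells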
Hck Nef HTS = blocks Nef-activated human Hck kinase; Recombinant Hck-YEEI plus Nef, Z-Lyte FRET kinase assay; AID 463187; inhibition, % at 20 µM; 220,000 tested, 0.68% active;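 active means Hck-Nef kinase inhibition above about 50%, limit read from the data; inactive means inhibition below that limit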;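 further: 0% = DMSO with Hck plus Nef and 100% = Hck alone without Nef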
FXIa inh 1536 = blocks human coagulation factor XIa protease activity; AID 798; 220,000 tested, 0.14% active; purified FXIa, Boc-Glu-Ala-Arg-AMC fluorogenic substrate; P03951; inhibition, % at 5 µM;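 active means inhibition of at least 40%; inactive means inhibition below 40%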;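 further: fluorescence of freed AMC excited at 355 nm; 0% = enzyme without compound and 100% = no enzyme blank; many of its hits are not listed in these tables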
hK5 inh = inhibitors of human kallikrein 5; AID 873; recombinant hK5, fluorogenic AMC substrate cleavage; inhibition, % at 5 µM; 210,000 tested, 0.59% active;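 active means inhibition of 40% or more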;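 further: 0% = enzyme controls without compound and 100% = no-enzyme blanks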
Target sequence (Q9Y337 67-293 limits assumed): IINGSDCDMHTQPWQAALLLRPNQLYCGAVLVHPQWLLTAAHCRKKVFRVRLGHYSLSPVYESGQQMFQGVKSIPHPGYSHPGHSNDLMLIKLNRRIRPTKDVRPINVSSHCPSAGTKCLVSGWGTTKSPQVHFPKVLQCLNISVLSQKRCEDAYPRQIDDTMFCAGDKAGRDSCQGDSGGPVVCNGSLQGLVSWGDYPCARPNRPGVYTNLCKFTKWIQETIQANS
thrombin 1536 = blocks human thrombin protease activity | 220,000 tested, 0.26% active | P00734 | alpha-thrombin, Boc-VPR-AMC fluorogenic substrate cleavage | inhibition, % at 5 µM;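 active means inhibition at or above 40%; inactive means inhibition below 40%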;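 further: 0% = enzyme with no compound and 100% = wells without enzyme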
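Test system: human alpha-thrombin; medium: pH 7.5 Tris-saline with Tween 20; times: reaction at room temperature; signal: AMC fluorescence at 355 nm excitation and 460 nm emission; also added: Boc-VPR-AMC substrate, 15 µM final; dosing: one concentration per compound, 5 µM, with 0.2% DMSO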
TNF necrop inh = inhibitors of TNF-alpha induced necroptosis in Jurkat FADD-/- cells. activation (protection from cell death), % at 10 µM. 220,000 tested, 0.068% active. Jurkat FADD-/- TNF necroptosis rescue, ATP luminescence, 24 h; 0 = TNF only, 100 = no-TNF cells;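 active means activation, meaning protection from cell death, of at least 50% relative to plate controls; inactive means activation below 50%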;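 further: necroptosis triggered by 40 ng/mL TNF-alpha added together with compound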
Cl transport mod = KCC2 (human) Cl- transport modulation | Q9H2X9 | KCC2 cells, thallium flux FluoZin-2 fluorescence | B-score of Tl+ flux slope (higher = more flux/activation; lower = inhibition) at 10 µM | 190,000 tested, 2.2% active | AID 1456;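 active means thallium flux slope and its plate-corrected score both differing from the plate sample mean at a set confidence after two filtering rounds, in either direction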;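 further: slope of fluorescence scaled to starting intensity during 10 to 20 s after thallium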
FXIIa inh = blocks human coagulation factor XIIa protease activity. inhibition, % at 5 µM. 220,000 tested, 0.3% active. P00748. purified FXIIa, Boc-QGR-AMC fluorogenic substrate, 2 h; in the data active means inhibition above about 40%;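 further: 0% = enzyme with no compound and 100% = blank without enzyme; many of its hits are not listed in these tables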
Target sequence (P00748 20-372 limits assumed): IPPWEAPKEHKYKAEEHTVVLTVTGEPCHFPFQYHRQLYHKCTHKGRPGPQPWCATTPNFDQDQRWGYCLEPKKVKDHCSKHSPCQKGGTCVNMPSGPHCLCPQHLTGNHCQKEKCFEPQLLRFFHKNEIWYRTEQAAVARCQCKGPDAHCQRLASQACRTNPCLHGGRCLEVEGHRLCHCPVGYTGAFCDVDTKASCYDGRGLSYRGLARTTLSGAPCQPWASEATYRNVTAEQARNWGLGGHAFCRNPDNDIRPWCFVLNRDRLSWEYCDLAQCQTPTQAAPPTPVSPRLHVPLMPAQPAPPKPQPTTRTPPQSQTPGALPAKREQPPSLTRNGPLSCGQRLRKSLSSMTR
Target sequence (P00748 373-615 limits assumed): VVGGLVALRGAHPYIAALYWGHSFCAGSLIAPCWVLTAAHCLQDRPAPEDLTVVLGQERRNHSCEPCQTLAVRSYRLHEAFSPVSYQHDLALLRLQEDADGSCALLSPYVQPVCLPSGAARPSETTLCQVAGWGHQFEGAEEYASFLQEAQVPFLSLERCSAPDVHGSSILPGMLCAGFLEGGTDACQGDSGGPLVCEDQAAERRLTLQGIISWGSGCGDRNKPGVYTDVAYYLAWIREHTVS
Starred values were filed as active, the others as inactive; x = not tested or not shown. Some of the compounds tested; the hit share may differ from the screen's.

SMILES | zVAD death inh | Rad51 HR inh | Hck Nef HTS | FXIa inh 1536 | hK5 inh | thrombin 1536 | TNF necrop inh | Cl transport mod | FXIIa inh
COC(=O)CSc1nnc(-c2ccccc2O)n1-c1ccc(C)cc1 | -0.1 | 0 | -2 | 1 | -16 | 0 | -11 | -0.55 | -7
Cc1cc(C)nc(NCCO)n1 | 3.1 | 36 | 20 | 0 | 3 | -1 | 1.3 | 1.8 | 8
c1ccc(-c2ncc(-c3ccn[nH]3)s2)cc1 | 16 | -3 | 33 | 0 | -3 | -3 | 3.1 | -1.7 | 0
N#Cc1ccc(Cn2c(=O)c(C#N)c3n(c2=O)CCC3)cc1 | -0.2 | -2 | -1 | 0 | 0 | 0 | 0.1 | 0.76 | -3
Cc1nc(N(C)Cc2ccccc2)c2nnn(Cc3ccccc3)c2n1 | -0.9 | -14 | -2 | 1 | -6 | -1 | 0.6 | x | 4
Cc1ccc(-c2nnc3ccc(SCC(=O)Nc4cc(C)on4)nn23)cc1 | -0.2 | -3 | 1 | -2 | -4 | -2 | -0.3 | -0.5 | 0
Cc1ncoc1C(=O)Nc1nccs1 | 15 | 2 | 0 | -4 | 1 | -6 | 3.0 | x | 0
O=C(c1ccc2nc(N3CCCCC3)sc2c1)N1CCN(Cc2ccc3c(c2)OCO3)CC1 | 3.7 | -4 | -3 | 18 | -10 | 10 | -1.4 | 0.72 | 20
COc1ccc(OCC(=O)NNC(=O)CCc2ccccc2)cc1 | -1.9 | 1 | 15 | -1 | 0 | -7 | 1.5 | 0.26 | 4
Cc1ccc(-c2cc(N)n(-c3ccccc3)n2)cc1 | 0.1 | -9 | 0 | 1 | 4 | 1 | 13 | -0.012 | 6
CCOC(=O)c1cnc(Nc2nc3ccccc3o2)nc1CSc1ncccn1 | -0.3 | -9 | 2 | x | x | x | 0.7 | -0.5 | x
CCCN(CCC)c1nc2ccccc2nc1C(C#N)C(=O)OC(C)COC (stereo unspecified) | -0.8 | -3 | -1 | 1 | 4 | 0 | -2.1 | -0.91 | 8
Cn1ccs/c1=N\C(=O)Nc1ccccc1 | 0.0 | x | 7 | 1 | x | 0 | -1.4 | x | 9
Cc1cc(C)n(CCc2nc(-c3ccco3)cs2)n1 | -0.5 | -4 | 5 | -6 | -35 | 3 | -1.6 | -0.013 | 8
O=C(COC(=O)CCC(=O)c1cccs1)NC(=O)c1ccc(OC(F)F)cc1 | 3.9 | -6 | 22 | 1 | 4 | 13 | 0.4 | -0.66 | 10
COc1cc(-c2nc(S(=O)(=O)c3ccc(Cl)cc3)c(N3CCOCC3)o2)cc(OC)c1OC | -0.2 | -3 | -3 | -1 | -16 | -1 | -2.5 | 0.069 | 1
CCOC(=O)c1nnn(CC(=O)Nc2ccccc2)c1C(=O)OCC | 3.2 | -2 | -9 | -4 | -4 | -5 | -0.5 | -0.48 | x
O=C(O)c1ccc(CSCc2c(F)cccc2Cl)o1 | 0.4 | -1 | -1 | 1 | -4 | -25 | 0.3 | 0.26 | -1
CCn1c(SCC(=O)c2cccs2)nnc1-c1cccs1 | 0.6 | 1 | 0 | -3 | 19 | 11 | 1.2 | x | 3
C=CCn1c(O)c(C=Nc2ccc(Cc3ccncc3)cc2)c(=O)[nH]c1=S | 0.7 | -7 | 21 | -6 | -10 | 3 | -9.0 | 0.8 | -1
CC(NS(=O)(=O)c1ccccc1)C1COc2ccccc2O1 (stereo unspecified) | -0.9 | -5 | 9 | 2 | -13 | -1 | 1.4 | -0.58 | 13
Cc1ccc(-n2nc3ccc(NC(=O)c4ccco4)cc3n2)cc1 | -0.1 | -6 | -2 | -3 | -15 | 0 | 0.8 | 0.58 | 10
CCOC(=O)c1[nH]c2c(c1-c1ccccc1)C(=O)CC(c1ccc(OCC)cc1)C2 (stereo unspecified) | x | x | -1 | -10 | -11 | -4 | -0.8 | 0.52 | -1
CCCc1nnc(NC(=O)CCC(=O)N2CCCCCC2)s1 | -0.3 | -5 | 3 | 7 | -7 | 2 | 0.8 | x | 22
O=c1[nH]cc(COCc2ccccc2)c(=O)[nH]1 | 0.0 | -1 | 2 | 4 | -14 | -4 | -1.1 | -0.1 | 10

The last six records of the part before lead into the next.
SMILES | zVAD death inh | Rad51 HR inh | Hck Nef HTS | FXIa inh 1536 | hK5 inh | thrombin 1536 | TNF necrop inh | Cl transport mod | FXIIa inh
C=CCn1c(O)c(C=Nc2ccc(Cc3ccncc3)cc2)c(=O)[nH]c1=S | 0.7 | -7 | 21 | -6 | -10 | 3 | -9.0 | 0.8 | -1
CC(NS(=O)(=O)c1ccccc1)C1COc2ccccc2O1 (stereo unspecified) | -0.9 | -5 | 9 | 2 | -13 | -1 | 1.4 | -0.58 | 13
Cc1ccc(-n2nc3ccc(NC(=O)c4ccco4)cc3n2)cc1 | -0.1 | -6 | -2 | -3 | -15 | 0 | 0.8 | 0.58 | 10
CCOC(=O)c1[nH]c2c(c1-c1ccccc1)C(=O)CC(c1ccc(OCC)cc1)C2 (stereo unspecified) | x | x | -1 | -10 | -11 | -4 | -0.8 | 0.52 | -1
CCCc1nnc(NC(=O)CCC(=O)N2CCCCCC2)s1 | -0.3 | -5 | 3 | 7 | -7 | 2 | 0.8 | x | 22
O=c1[nH]cc(COCc2ccccc2)c(=O)[nH]1 | 0.0 | -1 | 2 | 4 | -14 | -4 | -1.1 | -0.1 | 10
Cc1ccc(NC(=S)N2CCN(C(=O)C3CCCO3)CC2)c(C)c1 (stereo unspecified) | 0.0 | -6 | 0 | -4 | -15 | 0 | -2.6 | 0.74 | -1
Cc1nc(NC(C)c2ccccc2)c2oc3ccccc3c2n1 (stereo unspecified) | 0.1 | -12 | 0 | 0 | 12 | -2 | -7.9 | -0.61 | 12
CCN1CCN(C(=O)c2cnn3c(C(F)F)cc(-c4ccc(C)cc4)nc23)CC1 | 1.6 | -10 | -9 | -6 | 8 | -5 | -5.3 | 0.72 | -3
NC(CO)C(O)c1ccc([N+](=O)[O-])cc1 (stereo unspecified) | 1.2 | -8 | 13 | -2 | -1 | -10 | 0.3 | 0.32 | 7
CCOC(=O)c1c(-c2ccccc2)cn2c(C)cc(C)nc12 | 1.5 | 6 | 7 | -9 | -8 | -11 | 0.5 | 0.64 | 1
COC(=O)c1cc(NC(=O)CN2CCOCC2)cc(C(=O)OC)c1 | 0.1 | -3 | 1 | -7 | -1 | -15 | -0.1 | 1.3 | -16
CC(=O)C1=C(C)Nc2ncnn2C1c1ccc(Cl)cc1Cl (stereo unspecified) | 0.9 | 1 | 10 | 0 | -4 | -2 | -0.8 | 0.66 | 1
CC(C)CN=C(NS(=O)(=O)c1ccccc1)C(Cl)(Cl)Cl | -1.0 | 7 | 3 | -1 | -1 | -5 | -11 | 1.2 | 11
CCOc1ccccc1OCC(=O)Nc1ccc(S(=O)(=O)Nc2ncccn2)cc1 | 0.0 | -8 | 5 | 6 | -3 | 4 | -2.0 | 0.42 | 14
COc1ccccc1-c1ccc(=O)n(CC(=O)NC(C)(C)C)n1 | 0.4 | -6 | -3 | -3 | -1 | -19 | 1.7 | 0.19 | 7
CCC(C)N1CCNCC1 (stereo unspecified) | 3.4 | x | 20 | 1 | -1 | -3 | 0.2 | -0.58 | 8
CC1=C(C(=O)O)N2C(=O)C(NC(=O)c3nn(C)cc3Cl)C2SC1 (stereo unspecified) | -0.3 | -7 | 1 | 4 | 4 | 2 | -4.8 | x | 3
CC(C)C(=O)NCCc1nc2ccccc2n1CCc1ccccc1 | 1.4 | 0 | -1 | -5 | -2 | -11 | 0.7 | -0.72 | x
COc1ccc(C2(C(=O)Nc3cc(C)on3)CCOCC2)cc1 | -0.3 | -6 | 13 | 5 | -24 | 1 | 1.1 | 1.1 | 16
CN(C)S(=O)(=O)N(CC(=O)Nc1ccccc1)c1ccccc1 | -0.8 | 6 | -7 | 4 | -5 | 2 | 0.1 | 1.4 | 14
CC1(C)CC(=O)c2cnc(N)nc2C1 | -0.1 | 4 | 1 | 3 | 2 | 0 | -0.6 | 0.28 | 13
CCOC(=O)c1nnsc1NC(C)=O | 1.3 | 5 | 1 | -10 | -16 | -3 | 0.1 | x | 7
CCOC(=O)C1CCCN(C(=O)c2cc(-c3ccccc3)on2)C1 (stereo unspecified) | -1.4 | 1 | 6 | -2 | -3 | 1 | -0.9 | 0.65 | 13
Cc1ccc(S(=O)(=O)CC(C)N2CCN(C3CCCCC3)CC2)cc1 (stereo unspecified) | -1.1 | 2 | 12 | -6 | -8 | -4 | -1.2 | -0.49 | 1
Cn1c(COc2ccccc2)nnc1SCC(=O)Nc1ccc2c(c1)OCO2 | 0.4 | -2 | 0 | 17 | -23 | 1 | 0.6 | -0.69 | 24
CCCCN(CCCC)CCNC(=O)c1ccc2nc(-c3ccccc3NC(C)=O)c(=O)[nH]c2c1 | -0.5 | 0 | 7 | -1 | -4 | 4 | 1.2 | 0.75 | 6
Cc1c(Cl)c(C(F)(F)F)nn1CC(=O)N1CCSCC1 | 0.1 | -1 | 0 | 4 | 1 | -1 | -1.0 | 2 | 17
CCn1ncc(Br)c1C(=O)Nc1ccc(Cl)cn1 | 0.0 | -6 | 0 | 3 | 3 | -2 | -1.0 | 0.4 | 7
c1ccc(CNc2nc3ccccc3n2CCN2CCOCC2)nc1 | -0.2 | -2 | 1 | 3 | 1 | -4 | 0.0 | 0.59 | 4
CC1CCC2C(C1)Nc1c(C(=O)O)cccc1C2(C)C (stereo unspecified) | 0.6 | 3 | 21 | 0 | -5 | -3 | -1.0 | 4.2 | 4
Further entries:
SMILES | zVAD death inh | Rad51 HR inh | Hck Nef HTS | FXIa inh 1536 | hK5 inh | thrombin 1536 | TNF necrop inh | Cl transport mod | FXIIa inh
NS(=O)(=O)c1ccc(NCc2c(F)cccc2Cl)cc1 | -0.1 | -11 | 3 | 20 | 5 | 0 | -3.0 | 0.059 | 24
CC(C)NC(=O)COc1ccccc1C#N | 3.0 | 10 | -27 | -5 | -18 | -3 | 1.4 | -0.23 | -4
CN1C(=O)c2c(sc3c2CCCC3)NC1c1ccccc1O (stereo unspecified) | 1.8 | 5 | 3 | 4 | -12 | -6 | -2.4 | -0.2 | 7
COc1ccc(C(=O)NCC(=O)OCC(=O)Nc2c(C)n(C)n(-c3ccccc3)c2=O)cc1 | -0.1 | 1 | 8 | -3 | -26 | -5 | 1.2 | -0.047 | 7
CCOC(=O)CCC(NC(=O)c1ccc(NCN2C(=O)c3ccccc3C2=O)cc1)C(=O)OCC (stereo unspecified) | 2.0 | 0 | 2 | 8 | 2 | 0 | -3.8 | x | 8
COC1CCCCC1Nc1ccc(C)c(C)c1 (stereo unspecified) | -0.7 | -4 | 16 | 14 | -7 | 3 | 1.5 | -0.41 | 23
Cc1ccn(C(=O)c2ccc(NC(=O)CC(C)C)cc2)n1 | -0.6 | 3 | -28 | 2 | -3 | -3 | 2.0 | 0.49 | x
COc1ccc2c(=O)c3c(=O)n(CCc4ccccc4)c(C(C)C)nc3oc2c1 | 1.8 | 19 | 1 | -1 | -1 | 1 | 3.8 | 0.034 | 5
